Compound activity deposited in PubChem BioAssay by NCI.
All columns: NCI-60 one-dose screen, growth in % after 48 h at 10 µM unless noted; 100 = growth as untreated, 0 = no growth, -100 = all killed.
CCRF-CEM – CCRF-CEM leukemia; 77,000 tested, 7% active; AID 1794778
M14 – M14 melanoma; 80,000 tested, 6.2% active
RPMI-8226 – RPMI-8226 leukemia cells; 77,000 tested, 7.5% active; AID 1794781
HOP-92 – HOP-92 NSCLC cells; 71,000 tested, 6.3% active; AID 1794738
MOLT-4 – MOLT-4 leukemia cells. 80,000 tested, 6.9% active. AID 1794779
EKVX – EKVX NSCLC | AID 1794765 | 71,000 tested, 3% active
HOP-62 – HOP-62 NSCLC. 80,000 tested, 3.9% active
A549/ATCC – A549/ATCC NSCLC | 81,000 tested, 3.7% active | AID 1794740
* hit, by the source's call; / = not tested or not shown. Rule for the calls: active = growth percent below 10; inactive = the rest.

SMILES	CCRF-CEM	M14	RPMI-8226	HOP-92	MOLT-4	EKVX	HOP-62	A549/ATCC
CC(=O)NC1C(O[C@H]2CC[C@]3(C)[C@H]4CC=C5[C@@H]6CC(C)(C)CC[C@]6(C(=O)OC6OCC(O)C(O)C6OC6OCC(O)(CO)C6O)[C@H](O)C[C@@]5(C)[C@]4(C)CC[C@H]3C2(C)C)OC(COC2OCC(O)C(O)C2OC2OCC(O)C(O)C2O)C(O)C1O (some centres not stated)	82	98	/	73	90	94	83	101
COc1cc(/C=C\c2cccnc2Nc2ccccc2)cc(OC)c1OC	45	70	52	70	52	68	64	23
COC(=O)N1CCCCC1	108	102	95	92	106	115	107	102
CCOC(=O)C(NC(C)=O)C(=O)c1ccccc1 (configuration not stated)	108	99	112	83	126	95	87	99
N#CC1(Nc2ccc(-c3ccc(Cl)cc3)cc2)CCCC1	77	114	109	104	98	114	102	100
Cc1ccc(-c2nnc(SCc3ccc(O)c4ncccc34)o2)cc1	12	/	13	10	11	22	20	25
COC(=O)Nc1ccc(-c2nc(-c3cccc(OCCN4CCOCC4)c3)c(-c3ccnc(Br)c3)[nH]2)cc1	34	73	/	64	44	91	78	78
CCSc1nnc(-c2c(C)nc3ccc(C)cn23)o1	87	98	88	94	91	71	74	95
O=C(Nc1ccc(Oc2cccc(Cl)c2)c(Cl)c1)c1cccnc1	17	22	12	61	37	51	38	37
COc1cccc(-c2nc3sccn3c2-c2ccnc(NCCNC(=O)c3ccccc3O)n2)c1	35	47	26	75	59	99	114	82
OCCNc1nc(Nc2ccc(C3=NN(c4cc(Cl)cc(Cl)c4)C(c4ccccc4)C3)cc2)nc(N2CCOCC2)n1 (configuration not stated)	70	102	84	102	59	83	88	57
O=C(N/N=C/c1cc(Cl)ccc1[N+](=O)[O-])c1cccc2ccccc12	73	91	96	/	83	90	/	81
COc1ccc2c(c1)C(=O)/C(=C/c1ccc([N+](=O)[O-])s1)O2	0.7*	-21*	-12*	/	5.7*	/	35	8.3*
OCCCC1CCN(C(Cc2ccccc2)c2ccccc2)CC1 (configuration not stated)	100	89	98	81	99	96	87	73
CCOC(=O)/C(O)=C1\CC=CC1=O	/	101	101	103	96	/	104	101
NC(N)=N/N=C/c1ccc(O)cc1	112	96	/	94	111	103	98	98
O=C(Nc1ccncc1)C(=O)c1cn(S(=O)(=O)c2cc(Cl)cc(Cl)c2)c2ccccc12	68	71	57	/	73	52	72	85
CCCCCCCCCCCCc1ccccc1	84	/	96	95	82	106	100	116
O=C1NC(=O)/C(=C/c2ccccc2[N+](=O)[O-])S1	99	90	86	86	102	83	/	/
Nc1nc(Nc2ccc(F)cc2)c2c(n1)-c1ccoc1CC2	104	91	97	104	90	64	93	95
N#C/C(=C\c1ccc(-c2ccc(Cl)cc2)o1)C(=O)Nc1ncc(Cc2ccc(Br)cc2)s1	35	10	64	8.5*	56	20	6.0*	-53*
OCC(O)C1CCCCN1 (configuration not stated)	108	94	112	/	121	93	96	99
S=C(NC1CCCCC1)NN1CCCCCC1	89	104	94	90	90	/	107	102
COc1ccc(CCN2CCCn3c2nc2ccccc2c3=O)cc1	21	21	30	46	18	46	48	29
O=C1CCN(c2nc(CO)ncc2-c2ccc(C(F)(F)F)cc2)CC1	103	97	103	/	78	/	110	99
(listing goes on)
SMILES	CCRF-CEM	M14	RPMI-8226	HOP-92	MOLT-4	EKVX	HOP-62	A549/ATCC
O=C(C[n+]1ccc2ccccc2c1)c1cccc2ccccc12	89	58	56	47	87	87	70	93
COc1ccc(-c2oc3ccc(C)cc3c(=O)c2O)cc1OC	65	82	68	80	73	95	93	83
CCCCCCCCCCCCOC(=N)N(C)C	/	106	100	/	93	/	97	92
O=C1/C(=C/c2cccc(F)c2)Cc2ccccc21	/	99	93	74	112	/	/	88
C=C1C[C@H](N(C(=O)C(F)(F)F)c2cccc(C(=O)N(C)OC)c2)[C@@H](NC(c2ccccc2)c2ccccc2)[C@]1(C#N)CC	86	80	48	67	66	91	88	70
O=C1/C=C/[C@@H](O)[C@@H]2C[C@@H](O)C[C@H]2/C=C/CCC[C@H](CCc2cccc3ccccc23)O1	7.7*	5.1*	22	46	-36*	13	22	19
CCCCCCCCCCCCCCC/C([O-])=N/[N+](C)(C)CC(C)O (configuration not stated)	58	95	67	67	84	/	88	76
CC(=O)Nc1ccc(C(O)c2ccc(NC(C)=O)cc2)cc1	96	90	93	77	95	96	101	91
CCCCNc1ccc2nnc(C)n2n1	96	87	90	79	117	80	90	95
O=c1oc2cc(O)ccc2c2ccccc12	95	109	100	109	101	97	117	103
CC(O)Cc1c[nH]c(=O)[nH]c1=O (configuration not stated)	122	102	117	111	101	106	-56*	94
Nc1ccc(O)cc1	93	107	80	95	107	109	99	100
CC1(C)NCCC[C@]2(C)[C@H]3CC=C4[C@@H]5C[C@](C)(COC(=O)c6ccccc6C(=O)O)CC[C@]5(C)CC[C@@]4(C)[C@]3(C)CC[C@@H]12	36	69	19	55	20	87	/	57
O=C(COc1ccc(-c2nc3ccccc3[nH]2)cc1)NN1C(=O)c2ccccc2C1=O	114	106	107	88	119	101	107	106
COc1cccc(OC(=O)c2ccccc2)c1OC(=O)c1ccccc1	88	48	69	40	79	95	62	78
CCC(CC)NCC(C)(C)O	100	97	107	105	103	102	119	102
NS(=O)(=O)c1cc2c(cc1Cl)NC=NS2(=O)=O	98	96	104	106	103	107	98	/
Cc1ncc(C(N)=O)c2c1OC(C)(C)OC2	93	108	99	112	101	/	102	96
Nc1c(Cl)cc(S(=O)(=O)O)cc1Br	168	135	188	174	127	99	99	112
O=C(Nc1cccc(-c2cccc(F)c2)c1)C1CCN(Cc2cccc3cccnc23)CC1	57	-54*	19	44	18	68	64	72
O=C(O)c1cnccn1	104	99	109	106	105	117	107	98
COc1ccccc1NOC(=O)CCOc1ccccc1	144	108	107	103	111	/	118	112
CC(=O)O[C@@]1(c2cn(-c3ccc(C(=O)O)cc3)nn2)CC[C@H]2[C@@H]3CCC4=CC(=O)CC[C@@H]4[C@H]3CC[C@@]21C	97	112	83	/	101	/	103	85
CSc1nc2sc3cc(Cl)ccc3n2c(=N)c1C#N	89	82	83	77	16	82	119	62
COc1cc2c(Nc3ccc(NC(=O)Nc4ccc(Cl)c(C(F)(F)F)c4)c(Cl)c3)ncnc2cc1OCCCN1CCN(C)CC1	-15*	0.1*	-39*	27	-44*	53	-15*	21

Pulled by structure from the entries so far (4):
SMILES	CCRF-CEM	M14	RPMI-8226	HOP-92	MOLT-4	EKVX	HOP-62	A549/ATCC
CC(=O)Nc1ccc(C(O)c2ccc(NC(C)=O)cc2)cc1	96	90	93	77	95	96	101	91
O=C(Nc1cccc(-c2cccc(F)c2)c1)C1CCN(Cc2cccc3cccnc23)CC1	57	-54*	19	44	18	68	64	72
Cc1ncc(C(N)=O)c2c1OC(C)(C)OC2	93	108	99	112	101	/	102	96
O=C(COc1ccc(-c2nc3ccccc3[nH]2)cc1)NN1C(=O)c2ccccc2C1=O	114	106	107	88	119	101	107	106

Going on with the list:
SMILES	CCRF-CEM	M14	RPMI-8226	HOP-92	MOLT-4	EKVX	HOP-62	A549/ATCC
Cc1[nH]c(C(=O)Nc2ccc(C(N)=O)cc2OCc2cccc(C(=O)NCCN)c2)c(Cl)c1Cl	86	96	93	94	97	95	100	99
COc1ncnc2c1ncn2C/C=C/CCl	73	97	102	/	82	119	108	94
CS(=O)(=O)OCC(O)C(O)C(O)C(O)COS(C)(=O)=O (configuration not stated)	97	107	113	/	101	107	102	/
C=CC(C)(C)[C@]1(C[C@@H]2NC(=O)C3CCCN3C2=O)C(=O)Nc2cc(O)ccc21 (some centres not stated)	104	103	105	93	104	106	108	96
COc1ccc2[nH]cc(-c3noc(C(=O)c4cn(C)c5ccc(OC)cc45)n3)c2c1	104	101	102	95	102	90	105	104
COC(=O)c1ccc(Cn2cc(CSc3nc4ccccc4s3)nn2)cc1	87	95	84	88	96	90	92	92
CCN1C(=O)N(CC)C2C1N=C(SC)N2/N=C/c1ccccc1F (configuration not stated)	97	105	91	90	95	96	98	98
CC(=O)c1cc(Nc2cc(C)nc(N)n2)cc(C(C)=O)c1	87	/	100	72	91	101	/	116
Cc1nc(-c2ccccc2)cc2c(O)c(C(=O)NCc3ccccc3)[nH]c(=O)c12	103	/	90	86	93	88	113	118
CC(=O)N[C@H](Cc1ccccc1)C(=O)N[C@H](CS)C(=O)N[C@@H](CCCCN)C(=O)N[C@@H](C)C(=O)N[C@H](CCCNC(=N)N)C(=O)N[C@H](CCCNC(=N)N)C(=O)N[C@H](CCCNC(=N)N)C(=O)N[C@H](CCCNC(=N)N)C(=O)N[C@H](CCCNC(=N)N)C(=O)N[C@H](CCCNC(=N)N)C(=O)N[C@H](CCCNC(=N)N)C(=O)N[C@H](CCCNC(=N)N)C(=O)O	105	98	105	96	103	103	112	104
Cc1nn(-c2ccccc2)c(N2CCOCC2)c1/C=N/NC(=O)Cn1c(=O)sc2ccccc21	96	101	100	100	100	97	106	103
FC(F)(F)c1cccc(N(c2nc(Cl)nc(Cl)n2)c2nc(Cl)nc(Cl)n2)c1	105	97	97	110	94	/	96	103
COc1cccc(-c2cc(=O)c3cc(O)ccc3o2)c1	84	101	88	79	70	69	89	83
O=C1NC(=S)NC(=O)C1Nc1ccc(Cl)cc1	66	38	79	/	50	81	105	71
COc1cc(-c2noc(-c3ccccc3)n2)cc(OC)c1OC	104	96	91	74	96	83	100	97
CC1(C)[C@@H](O)CC[C@]2(C)[C@H]3CC[C@@H]4[C@H]5[C@H](C(=O)/C=C\c6ccccn6)CC[C@]5(O)CC[C@@]4(C)[C@]3(C)CC[C@@H]12	-0.8*	53	-19*	61	-8.5*	42	74	50
O=[N+]([O-])c1ccc2[nH]cnc(=S)c2c1	113	89	98	83	103	89	78	79
COc1ccc(C2C(C(=O)c3ccccc3)C2(C#N)C#N)cc1 (configuration not stated)	122	92	100	91	106	97	103	107
CNS(=O)(=O)c1ccc2ccccc2c1	106	98	/	/	106	99	86	103
CNc1ncc2cc(-c3ccc(-c4ncccc4F)cc3Cl)c(=O)n(CC3OCC(N)CO3)c2n1 (configuration not stated)	78	88	96	/	58	58	47	57
COc1ccc(CC(=O)N2CCN(C(=O)Nc3ccc(S(N)(=O)=O)cc3)CC2)cc1	104	93	102	/	114	106	95	103
CCCCNCCCN(CCCC)CCCNCCCC	/	94	100	42	103	/	95	95
CN(Cc1ccccc1)c1nc(Cl)c(C2CC(c3ccc4c(c3)OCO4)=NN2c2cc(Cl)cc(Cl)c2)s1 (configuration not stated)	97	99	84	99	107	95	89	91
O=C(NC1CCCCC1)c1ccc([N+](=O)[O-])cc1	/	102	102	84	82	109	94	91
CC(C)OC(=O)Nc1ccc(F)c(C(F)(F)F)c1	103	99	95	114	103	96	106	97
Next part.
SMILES	CCRF-CEM	M14	RPMI-8226	HOP-92	MOLT-4	EKVX	HOP-62	A549/ATCC
COc1ccc(/C=C/c2ccc(OC)cc2)cc1	93	/	108	111	88	121	111	98
O=C1OC2(OC(=O)C3C=CC=CC3N2c2ccccc2)c2ccccc21 (configuration not stated)	101	90	95	99	91	97	96	101
O=S(=O)(NNS(=O)(=O)c1ccccc1)c1ccccc1	102	93	110	86	97	110	100	88
C/C(=N/NC(=S)NC1CCCCC1)c1sc(Nc2ccccc2)nc1C	97	91	/	64	90	100	99	100
O=C(CCCCCCCN1CC(=O)N2[C@@H](c3ccc(Br)cc3)c3[nH]c4ccccc4c3C[C@H]2C1=O)NO	41	87	47	79	45	85	65	97
CN1CCN(Cc2ccc(NC(=O)c3cncc(C#Cc4cnc(N)nc4)c3)cc2C(F)(F)F)CC1	31	-19*	23	-29*	22	44	19	38
N#CC1(Nc2ccccc2)CCCCC1	90	102	114	/	107	/	105	108
COc1cc2cc(C(=O)N3C[C@@H](CCl)c4c3cc(OC(=O)N(CCC(=O)N3CCN(C)CC3)C3CCCCC3)c3ccccc43)[nH]c2c(OC)c1OC	-34*	-84*	-30*	-71*	-20*	-79*	-56*	-24*
COc1ccc(Nc2ncc3c(N)nccc3n2)cc1	92	82	90	122	74	91	108	83
O=C(c1c[nH]c2ccccc12)c1n[nH]c(=S)n1C1CCCCC1	94	88	84	86	93	100	87	89
CCN(CC)C(=S)Sc1ccc2c(c1)C(=O)c1ccccc1C2=O	93	111	75	114	89	108	96	88
C#CC1(OCC(CCl)OC(N)=O)CCCCC1 (configuration not stated)	/	105	111	/	94	/	108	/
COc1ccc(N(Cc2cc(OC)c(OC)c(OC)c2)C2OC(=O)c3ccccc32)cc1OC (configuration not stated)	105	102	108	104	111	102	95	101
Cc1c(F)cccc1NC(=O)c1sc2nc3c(cc2c1N)CCCCC3	24	28	35	71	31	65	50	74
CC(=O)NC1C(Nc2ccc(S(=O)(=O)Nc3nccc(C)n3)cc2)OC(CO)C(O)C1O (configuration not stated)	110	106	112	105	110	104	115	111
NC(Cc1ccc(O)cc1)C(=O)NNc1n[nH]c(=S)n1N (configuration not stated)	101	93	105	104	106	105	106	110
COc1ccc(-c2ccc(NNC(=O)c3ccc(Br)cc3)nn2)cc1OC	92	/	80	73	81	90	81	99
COC(=O)c1c(C)nc(C)c2c1C(=O)C(Br)=C(NCc1ccccc1)C2=O	26	14	41	87	14	17	87	18
CC1=C(Br)C(=O)C(C)=C(Br)C1=O	86	99	94	67	94	118	109	108
CC(=O)C1=C(C)NC(Cl)=NC1c1ccccc1 (configuration not stated)	101	103	98	91	97	64	69	91
CCOc1ccc(OCC)c(Cl)c1	100	101	102	113	97	119	109	108
